CXXC DNA block – inhibitors of human MLL CXXC domain-DNA interaction; Q03164; MLL-CXXC / FITC-HOXA9 DNA fluorescence polarization; Potency, µM (top dose mostly 115 µM), inactives show top-dose activity change, negative = inhibition, hits mostly inhibitors; 0.037% of 290,000 active; AID 2662; active means well fitted inhibition curve with a large enough effect in the polarisation, with a control signal flat, not every such curve was filed as active; inconclusive means small, poorly fitted or top-dose-only effect, or effect the other way, or a change in a side signal; inactive means no such curve, though single readings can be large or run the other way; the % refers to the polarisation
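Purified MLL-CXXC (added from a 7 uM solution) was preincubated 5 min at ambient with pinned compounds in 50 mM Tris-HCl pH 7.5, 50 mM NaCl, 1 mM DTT, 0.05% BSA. Fluorescein-labeled HOX-A9 DNA (50 nM solution) followed, 30 min, then polarization read.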
Rab9 prom act – Rab9 promoter activation | Huh7 Rab9 promoter-luciferase reporter, luminescence, 24 h | 2.8% of 320,000 active | Potency, µM (titrated, usually from 9.22 µM), inactives show top-dose activation, negative = inhibition, most hits filed as activators; further: % of control where 0% means no effect; nearly all actives have a fitted effect of over 60% in size
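Cells were plated at 1500 per well in reduced-serum medium with 10% FBS and left 2 h. Compound in DMSO was then added for 24 h at 37 °C. Reporter signal was read by luminescence after 10 min with luciferase detection reagent.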
MBNL1-CUG inh – MBNL1-poly(CUG) RNA binding inhibition; AID 2675; Potency, µM (titrated, usually from 57.5 µM), for inactives: at the highest dose activity change, negative = inhibition, hits mostly inhibitors; 0.036% of 280,000 active; TR-FRET MBNL1-His/biotin-(CUG)12 binding, 665/545 ratio; active means well fitted inhibition curve with a large enough effect in the signal ratio, with a control signal flat, not every such curve was filed as active; inconclusive means small, poorly fitted or top-dose-only effect, or effect the other way, or a change in a side signal; inactive means no such curve, though single readings can be large or run the other way; the % refers to the signal ratio; further: on the % scale 0 is the no-effect control and ±100 the full control effect
Target sequence (Q9NR56 whole entry, looked up): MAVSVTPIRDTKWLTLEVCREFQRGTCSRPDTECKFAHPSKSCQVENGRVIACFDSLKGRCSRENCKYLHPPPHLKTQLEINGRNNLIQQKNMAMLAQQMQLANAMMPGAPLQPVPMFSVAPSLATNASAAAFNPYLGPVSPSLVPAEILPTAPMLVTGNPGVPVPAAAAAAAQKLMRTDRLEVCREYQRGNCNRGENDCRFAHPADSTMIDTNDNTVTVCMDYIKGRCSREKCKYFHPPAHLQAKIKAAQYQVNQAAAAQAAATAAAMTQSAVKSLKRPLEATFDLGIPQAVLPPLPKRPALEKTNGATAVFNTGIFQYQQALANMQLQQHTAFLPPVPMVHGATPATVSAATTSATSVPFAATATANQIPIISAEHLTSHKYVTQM
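TR-FRET between His-tagged MBNL1 and biotin-(CUG)12 RNA, detected with Tb anti-His antibody (0.055 ng/ul) and streptavidin-XL665 (5 nM), 60 min at room temperature. Compounds titrated 92 nM to 58 uM; 665/545 nm ratio normalized to buffer and complex controls.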
p53 reactivation – mutant p53 re-activation in reporter cells; H1299 p53-A138V BP100-luciferase reporter, luminescence, 24 h; Potency, µM (highest dose often 92.2 µM), inactives show at the highest dose activity change, positive = activation, actives largely listed as activators; 0.063% of 320,000 active; further: % of control where 0% means no effect; nearly all actives have a fitted effect of over 45% in size
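H1299 (p53-null), stable ts p53-A138V + BP100-Luc; 1000 cells/well, Opti-MEM/10% FBS; cpd 4 pt, 1:5; 24 h, 37 deg C, 5% CO2; detection reagent 10 min RT; luminescence.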
NPC1 promoter act – activates the NPC1 promoter. 2.4% of 320,000 active. Huh7 NPC1 promoter luciferase reporter, 24 h. Potency, µM (titrated, usually from 9.22 µM), for the others: top-dose activation, hits mostly activators. AID 485313;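 further: % of control where 0% means no effect; nearly all actives have a fitted effect of over 60% in size; reporter is driven by a mutant NPC1 promoter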
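Cells: Huh7 expressing luciferase under the NPC1 promoter, 1500/well. Seeded 2 h, compound added, incubated 24 h at 37 °C. Luciferase reagent, 10 min ambient, then luminescence.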
uPA generation – inhibitors of cell surface uPA generation. cell surface uPA generation assay, qHTS. Potency, µM (series often up to 38.3 µM), for the others: top-dose activity change, negative = inhibition, actives largely listed as inhibitors. 0.31% of 330,000 active; active means well fitted inhibition curve with a large enough effect; inconclusive means small, poorly fitted or top-dose-only effect; inactive means no such curve, though single readings can be large or run the other way; tested in mouse RAW 264.7 cells; further: on the % scale 0 is the no-effect control and ±100 the full control effect; nearly all actives have a fitted effect of over 55% in size
RORgamma inh – blocks mouse ROR gamma transcriptional activity; P51450; 5.4% of 310,000 active; AID 2551; Drosophila S2 Gal4-RORgamma UAS-luciferase reporter, 20 h; Potency, µM (top dose mostly 53.6 µM), for inactives: at the top dose activity change, negative = inhibition, hits mostly inhibitors; further: on the % scale 0 is the no-effect control and ±100 the full control effect; nearly all actives have a fitted effect of over 60% in size
Target sequence (P51450 whole entry, looked up, the tested form may be a part): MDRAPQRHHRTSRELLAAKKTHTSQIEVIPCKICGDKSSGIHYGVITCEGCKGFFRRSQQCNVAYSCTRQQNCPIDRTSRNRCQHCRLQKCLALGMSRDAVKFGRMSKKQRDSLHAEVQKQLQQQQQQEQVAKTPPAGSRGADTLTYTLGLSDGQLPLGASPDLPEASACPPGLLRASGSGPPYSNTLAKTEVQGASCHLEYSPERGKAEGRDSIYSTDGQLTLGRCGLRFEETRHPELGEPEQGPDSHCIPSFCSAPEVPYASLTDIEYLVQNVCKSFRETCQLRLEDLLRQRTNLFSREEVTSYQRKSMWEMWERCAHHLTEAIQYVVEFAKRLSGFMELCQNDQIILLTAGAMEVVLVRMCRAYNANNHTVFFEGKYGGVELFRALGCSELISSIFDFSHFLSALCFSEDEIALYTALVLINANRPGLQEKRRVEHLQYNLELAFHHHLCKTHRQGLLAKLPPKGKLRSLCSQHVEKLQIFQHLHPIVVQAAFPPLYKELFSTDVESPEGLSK
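Stably transfected Drosophila Schneider cells are the test system, with ROR gamma fused to Gal4 and luciferase under UAS control; luminescence is read after 20 hr of 700 uM copper sulfate induction at ambient temperature.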
Gal4-VP16 FLuc – counter-screen for ROR gamma inhibitors: Gal4-VP16 reporter; Drosophila S2 Gal4-VP16 UAS-luciferase, luminescence, 20 h; Potency, µM (doses to about 53.6 µM), for the others: top-dose activity, negative = inhibition, actives largely listed as inhibitors; 3.5% of 310,000 active; AID 2546;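 further: Gal4-VP16 expression switched on by copper sulfate through the metallothionein promoter; on the % scale 0 is the no-effect control and ±100 the full control effect; nearly all actives have a fitted effect of over 50% in size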
BRCA1 expr act – activators of BRCA1 expression. MCF7-BRCA1-FFLuc reporter, luminescence, 48 h; response scale: scaled: vehicle 0%, 10 µM genistein 100%. Potency, µM (titrated, usually from 46.1 µM), without a hit: at the top dose activation, usual class: activators. 1.1% of 380,000 active; further: nearly all actives have a fitted effect of over 80% in size; some results filed as inactive show a strong effect at the top dose
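Reporter cells (MCF7, BRCA1 promoter-firefly luciferase) received library compounds across a concentration series for 48 h. End-point luminescence was measured and concentration-effect curves derived after normalization.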
ELG1 genotoxic – genotoxicity induction in ELG1-luciferase HEK293T cells. HEK293T ELG1-luciferase reporter, luminescence, 16 h. Potency, µM (titrated, usually from 46 µM), inactives show top-dose activity change, positive = activation, most hits filed as activators. 1.3% of 330,000 active. AID 504466; further: % of control where 0% means no effect; nearly all actives have a fitted effect of over 60% in size
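Screening used a luciferase reporter fused to human ELG1 in HEK293T cells. Luminescence was read on a CCD plate imager after 16 hr exposure and 30 min ONE-Glo incubation.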
FLuc modulator – inhibits or activates purified firefly luciferase, miR-21 counter-screen; P08659; purified FLuc, Km substrates, luminescence inhibition; Potency, µM (titrated, usually from 57.5 µM), for the others: at the highest dose activity change, negative = inhibition, actives largely listed as inhibitors; 6.9% of 360,000 active; AID 588342;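 further: plate controls were vehicle for no effect and reference inhibitor for full effect; nearly all actives have a fitted effect of over 55% in size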
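Purified P. pyralis luciferase (10nM final) with 10uM D-luciferin and 10uM ATP (Km levels) in 50mM Tris acetate pH 7.5, 10mM Mg acetate, 0.01% Tween-20, 0.05% BSA; qHTS 6-point titration, ~60 µM downward; luminescence read.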
Numbers without * were called inactive; ? = inconclusive; / = not tested or not shown; & = joins results of further samples; [ ] = dose if it differs, or a comment. Unless noted, the call rests on the fitted dose curve; in most records, active means well fitted curve in the direction sought with a large enough effect; inconclusive means small, poorly fitted or top-dose-only effect, or another doubt; inactive means no such curve, though single readings can be large; an effect the other way counts as inactive or inconclusive. Potency means the concentration at half of the fitted maximal effect.

canonical_smiles	CXXC DNA block	Rab9 prom act	MBNL1-CUG inh	p53 reactivation	NPC1 promoter act	uPA generation	RORgamma inh	Gal4-VP16 FLuc	BRCA1 expr act	ELG1 genotoxic	FLuc modulator
COCc1ccc(C(=O)NC2CCCc3c2cnn3-c2ccc(C)c(C)c2)o1 (configuration not stated)	-1%	-10%	0%	18%	-10%	13%	?	11µM*	-15%	-5%	3%
O=C(NNC(=O)c1sccc1-n1cccc1)c1cccc(Cl)c1	2%	7%	-12%	-5%	11%	-2%	?	16%	-41%	-5%	0%
COC(=O)C1=C(C)NC(=O)C1(NC(=O)c1ccncc1)C(F)(F)F (configuration not stated)	0%	-3%	-4%	-3%	-4%	15%	-10%	2%	-26%	5%	-1%
CC(=O)Oc1ccc(C(=O)Nc2cc(C)on2)cc1	23%	?	4%	/	?	-13%	17%	4%	59%	?	15µM*
COc1ccc(/C=N/N=C2\CC3CCC2(C)C3(C)C)cc1O (configuration not stated)	-6%	1%	5%	-4%	-2%	0%	7%	-4%	0%	2%	?
CS(=O)(=O)N1CCc2cc(C(=O)N3CCN(c4ccc(F)cc4)CC3)ccc21	0%	0%	-3%	-2%	-1%	7%	7%	-11%	-5%	0%	2%&-1%
COc1ccc(CCNC(=O)C2=CCN(S(=O)(=O)c3ccc(F)cc3)CC2)cc1OC	-4%	-1%	-9%	20%	-3%	2%	13%	4%	9%	-5%	3%
C=CCN1C(=O)/C(=C\c2cccs2)C(C(=O)OC)=C1C	-1%	-2%	17%	-1%	0%	-3%	-2%	12%	-23%	-1%	-2%
Cc1ccc(Nc2nc(N)nc(CSC(=S)N3CCOCC3)n2)c(C)c1	-3%	30%	?	?	14%	12%	?	28%	90%	?	?
COc1ccc(OC)c(S(=O)(=O)Nc2ccccc2SC)c1	-1%	-1%	-15%	-12%	-5%	/	?	-3%	-20%	-2%	-1%
Oc1cc2c(cc1C(c1ccc(Cl)c(Cl)c1)N1CCCC1)OCO2 (configuration not stated)	-2%	-14%	1%	4%	-3%	-9%	?	?	-2%	1%	-6%
CCOc1ccc2nc(SCC(=O)c3ccc(Cl)s3)sc2c1	6%	0%	1%	15%	-3%	3%	16%	?	76%	1%	?
N=C1C(c2ccccc2)=C(O)CN1NC(=O)c1ccc(Cl)cc1	5%	-6%	-6%	0%	-1%	-3%	26%	-1%	-32%	-5%	1%
COc1ccc(NC2CCCN(C(=O)c3cccc(N4CCNC4=O)c3)C2)cc1 (configuration not stated)	0%	6%	2%	0%	-1%	1%	0%	-5%	9%	1%	4%
COC(=O)C1SCC2C(=O)N(Cc3ccccc3)CC(=O)N21 (configuration not stated)	?	-2%	-33%	2%	0%	0%	1%	-2%	1%	-2%	-2%
CCc1c(C)sc(NC(=O)C2CC2c2ccccc2)c1C(N)=O (configuration not stated)	2%	5%	-19%	4%	1%	-2%	?	21%	45%	-4%	?
O=C(CC(c1ccccc1)c1ccccc1)Nc1nn[nH]n1	-7%	7%	-1%	-6%	-4%	7%	26%	4%	-8%	1%	-19%
CCOc1ccc(CSC(=N)N)cc1	2%	-9%	-18%	9%	11%	-9%	-1%	0%	-8%	-9%	-2%
CCCn1c(N)c(C(=O)COC(=O)c2c(C)noc2C)c(=O)n(C)c1=O	4%	-5%	8%	-11%	-1%	3%	21%	-14%	-15%	-3%	-4%
Cc1ccc(NC(=O)CC2SC3=NCCN3C2=O)cc1 (configuration not stated)	14%	1%	8%	28%	1%	0%	?	11µM*	10%	0%	2%
Cc1ccc(-c2sc(-c3cccnc3)nc2CC(=O)O)cc1	4%	-2%	26%	-5%	-3%	-2%	11%	1%[10 µM]	-21%	-2%	-12%
COCc1cc(C)nc2sc(C(=O)N3CCCC3)c(N)c12	-3%	-4%	?	-18%	-3%	/	0%	0%	8%	3%	-19%
Cc1ccc(CNC(=O)C2CC(c3cccc(F)c3)=NO2)cc1 (configuration not stated)	0%	-1%	-10%	3%	-2%	11%	19%	-12%	0%	/	-13%
COc1ccc(NC(=O)Cn2nnc(C(=O)NCc3ccccc3OC)c2N)cc1Cl	43%[activator]	-5%	-3%	20%	-4%	/	?	0%	-2%	?	1%
CCCCNC(=O)C1CC(c2cccc([N+](=O)[O-])c2)=NO1 (configuration not stated)	-5%	2.8µM*	?	?	2.8µM*	-7%	-1%	2%	?	?	11µM*
C=CCNC(=S)/C(=C(\[O-])c1ccc(Cl)cc1)[n+]1ccccc1	7%	-3%	/	2%	-4%	3%	1%	-12%	9%	0%	-3%
CCc1sc(C(=O)N2CCc3cc(OC)c(OC)cc3C2CC(=O)O)cc1C (configuration not stated)	/	2%	/	7%	1%	-2%	/	/	-2%	-1%	?
Cc1cc(C)c2[nH]c(O)c(N=Nc3ccc(C(=O)O)cc3)c2c1	0%	20%	9%	13%	4%	3%	37%	-15%	23%	16%	?
O=C(N/N=C/C(Br)=C/c1ccccc1)c1ccc([N+](=O)[O-])cc1	39%[activator]	0%	?	-7%	-1%	?	13µM*	-19%	-22%	0%[9.26 µM]	2%
Cc1cc(NC(=O)COC(=O)[C@H](C)NC(=O)c2ccccc2)no1	0%	1%	5%	10%	-2%	2%	-2%	-3%	10%	-2%	-3%

Next section
Fields: CXXC DNA block | Rab9 prom act | MBNL1-CUG inh | p53 reactivation | NPC1 promoter act | uPA generation | RORgamma inh | Gal4-VP16 FLuc | BRCA1 expr act | ELG1 genotoxic | FLuc modulator
Cc1cc(C)c2c(=O)n(CC(=O)N3CCC(N4CCCCC4)CC3)sc2n1
  17% | -4% | 7% | -15% | -1% | 1% | ? | ? | -47% | 0% | ?
COc1ccc2c(c1)C1=NN(/C(C)=C\C(C)=O)C(c3ccccc3)C1CC2 (configuration not stated)
  17% | 18% | ? | ? | 12% | -3% | -29% | ? | -23% | 16% | 19µM*
Cc1ccc(NC(=S)N(CCCN(C)C)Cc2cc3cc4c(cc3[nH]c2=O)OCO4)c(C)c1
  4% | -17% | 7% | -6% | 1% | / | -24% | -3% | 11% | 0% | -2%
CCOc1cc(S(=O)(=O)NCCCN2CCOCC2)ccc1F
  5% | 3% | -3% | -7% | -4% | -3% | 3% | 0% | -11% | -1% | -1%
CC(=O)NC1(C(F)(F)F)C(=O)Nc2c1c(=O)n(C)c(=O)n2C (configuration not stated)
  -4% | -8% | -5% | 8% | 0% | -3% | -11% | 2% | -3% | 1% | 4%
CCN(CC)S(=O)(=O)c1ccc(C)c(NC(=O)CSc2nc3ccccc3[nH]2)c1
  -5% | -1% | / | -6% | 0% | -4% | ? | -12% | -34% | -7% | 0%

By substructure: the entries above containing a nitro group on carbon (2)
Fields: CXXC DNA block | Rab9 prom act | MBNL1-CUG inh | p53 reactivation | NPC1 promoter act | uPA generation | RORgamma inh | Gal4-VP16 FLuc | BRCA1 expr act | ELG1 genotoxic | FLuc modulator
CCCCNC(=O)C1CC(c2cccc([N+](=O)[O-])c2)=NO1 (configuration not stated)
  -5% | 2.8µM* | ? | ? | 2.8µM* | -7% | -1% | 2% | ? | ? | 11µM*
O=C(N/N=C/C(Br)=C/c1ccccc1)c1ccc([N+](=O)[O-])cc1
  39%[activator] | 0% | ? | -7% | -1% | ? | 13µM* | -19% | -22% | 0%[9.26 µM] | 2%

Grouped by structure: the entries above with a CF3 group.
Fields: CXXC DNA block | Rab9 prom act | MBNL1-CUG inh | p53 reactivation | NPC1 promoter act | uPA generation | RORgamma inh | Gal4-VP16 FLuc | BRCA1 expr act | ELG1 genotoxic | FLuc modulator
COC(=O)C1=C(C)NC(=O)C1(NC(=O)c1ccncc1)C(F)(F)F (configuration not stated)
  0% | -3% | -4% | -3% | -4% | 15% | -10% | 2% | -26% | 5% | -1%
CC(=O)NC1(C(F)(F)F)C(=O)Nc2c1c(=O)n(C)c(=O)n2C (configuration not stated)
  -4% | -8% | -5% | 8% | 0% | -3% | -11% | 2% | -3% | 1% | 4%

Screening results from PubChem.

Only part of the results is shown; count on the stated rates, not on these rows.
